Assay outcomes as filed in PubChem BioAssay.
dFosB act: enhances mouse delta FosB homodimer DNA binding | P13346 | purified delta FosB, TAMRA-CDK5 oligo fluorescence polarization; percent of positive-control signal above neutral wells | activation, % at 25 µM | 340,000 tested, 0.99% active;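 active means mean activation above about 17%, with every replicate also reaching it, limit read from the data, passing the limit was not always enough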;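 further: fluorescence polarization rise as delta FosB binds a TAMRA Cdk5 AP-1 oligo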
CDK5 p35 inh: CDK5/p35 (human) kinase inhibition; Recombinant CDK5/p35, ADP-Glo luminescence, 60 min; Q00535+Q15078; 330,000 tested, 0.01% active; inhibition, % at 10 µM; AID 488839;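 active means highest replicate inhibition of at least 50% and at least 75% of replicates reaching 50%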;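 further: plate controls were DMSO neutral control for no effect and GW8510 at 10 µM for full effect; many of its hits are not listed in these tables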
PKA-R2B activ: activates the human PKA-R2B holoenzyme complex | P22694+P31323 | PKA-R2B holoenzyme dissociation, Cy5-IP20 fluorescence polarization; R2B truncated from residue 108, S112A mutant; 0% DMSO only, 100% 113 µM cGMP | activation, % at 11.4 µM | 340,000 tested, 0.079% active | AID 504700;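 active means activation above a cutoff set at the mean over all compounds plus 3 SD, cut at about 18% in these data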;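 further: higher means more holoenzyme dissociation and a rise in polarization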
MITF TRPM1 HTS: increases MITF-driven TRPM1 promoter luciferase signal; activation, % at 12.5 µM; 300,000 tested, 0.75% active; AID 588334; SK-MEL-5 TRPM1-promoter luciferase, 24 h; % of positive control, neutral wells = 0;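 active means mean activation of at least 80% with every replicate also reaching 80%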;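 further: 0% = neutral control wells and 100% = parthenolide positive control wells; values of inactives mirror those of a sister screen read the other way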
SR-BI HDL uptake: blocks mouse SR-BI lipid uptake from DiI-HDL | Q61009 | inhibition, % at 12.5 µM | 320,000 tested, 0.96% active | ldlA[mSR-BI] CHO cells, DiI-HDL uptake fluorescence, 3 h;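 active means mean replicate inhibition of at least 70% and a set share of replicates each scoring 70 or more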;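 further: 0% = median of neutral control wells and 100% = median of positive control wells; values of inactives mirror those of a sister screen read the other way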
SR-BI DiI-HDL act: activators of SR-BI mediated HDL lipid uptake | CHO ldlA[mSR-BI] cells, DiI-HDL uptake fluorescence, 3 h; 100 = double the neutral-control signal | activation, % at 12.5 µM | AID 504775 | 320,000 tested, 0.096% active;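 active means mean replicate activation of at least 60% and every replicate at or above 60%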;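 further: 0% = median plate neutral-control signal and 100% = twice that signal; values of inactives mirror those of a sister screen read the other way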
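Test system: SR-BI-overexpressing, LDLR-lacking CHO cells. Measured by: DiI fluorescence, bottom read. Medium: Ham's F12 with 0.5% BSA, HEPES 25 mM, pH 7.4. Timing: 3 h uptake period with compound, 37 °C.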
Pemphigus Ab inh: inhibitors of pemphigus antibody binding to human desmoglein-3; P32926; DSG3-coupled beads, scFv-anti-DSG3-GFP binding, flow cytometry; stronger effect = lower value; binding (percent of control), % at 10 µM; 310,000 tested, 0.48% active;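 active means binding more than 3 SD below its plate's average and above zero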;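 further: hits lower antibody fragment binding to DSG3; some compounds called inactive have numbers as strong as hits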
Arrestin-AP2 inh: blocks beta-arrestin peptide binding to AP2 adaptin. FITC-arrestin peptide / GST-AP2 beads, flow cytometry; AP2 beta2 appendage carries R879A mutation. inhibition, % at 10 µM. 340,000 tested, 0.31% active;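 active means inhibition above a set limit, near 3 SD of compounds lacking own fluorescence, cut at about 54% in these data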;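 further: plate controls were DMSO wells for no effect and 5 µM unlabelled arrestin peptide for full effect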
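System: GST-AP2 R879A glutathione beads. Medium: PBS with 0.05% Tween 20 and 0.1% BSA. Also added: FITC-arrestin peptide, 50 nM. Incubation: 12 min plus 1 h, RT. Measured by: high-throughput flow cytometry of beads, ex 488, em 535 nm. Evaluation: percent drop in bead-associated FITC signal.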
PKA-R1A activ: activates the PKA-R1A holoenzyme complex. P00514+P68181. PKA-R1A dissociation, Cy5-IP20 fluorescence polarization; scaled: DMSO 0%, 113 µM cGMP 100%. activation, % at 11.4 µM. 340,000 tested, 0.083% active;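 active means percent activation above the mean of all tested compounds plus 3 SD, cut at about 19% in these data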;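 further: higher means more PKAc released from R1A so a rise in polarization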
NSD2 HMT inh: blocks human histone methyltransferase NSD2; inhibition, % at 12.5 µM; AID 743445; NSD2 peptide methylation, AlphaScreen, 120 min; O96028; 310,000 tested, 0.54% active; in the data active means inhibition above about 50%
SUMO Mot1 rescue: inhibitors of SUMOylation pathway: yeast Mot1-301 growth rescue. S. cerevisiae Mot1-301 growth rescue, ATP luminescence, 38.5C; percent above DMSO median, 100 means doubled. AID 2716. 320,000 tested, 1% active. growth rescue, % at 18.8 µM;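 active means every valid replicate shows activation above 250% relative to neutral control wells; inactive means the rest, any valid replicate at or below 250%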;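 further: OY570 slx delta 5 strain wells were the positive control but not used for scaling; some compounds called inactive have numbers as strong as hits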
Starred values were filed as active, the others as inactive; i = inactive; / = not tested or not shown.

Values run as follows: dFosB act | CDK5 p35 inh | PKA-R2B activ | MITF TRPM1 HTS | SR-BI HDL uptake | SR-BI DiI-HDL act | Pemphigus Ab inh | Arrestin-AP2 inh | PKA-R1A activ | NSD2 HMT inh | SUMO Mot1 rescue
COc1ccc(-c2nc(CS(=O)(=O)CC(=O)Nc3ccc(Cl)cc3)c(C)o2)cc1
    45* | -1.8 | 0 | 14 | 57 | -57 | 108 | 8 | -8 | / | -5
Cc1ccc(CN2CCC(CO)(CC3CCCCO3)CC2)o1 (configuration not stated)
    -1 | -2.0 | 1 | -1 | -13 | 13 | 98 | -1 | -5 | -3 | /
O=C(c1cccc(F)c1)N(Cc1nc2ccccc2c(=O)[nH]1)C1CCCC1
    1 | -2.9 | -4 | -12 | -7 | 7 | 107 | -28 | -9 | 0 | /
CCSc1nnc(NC(=O)C2CC=CCC2C(=O)O)s1 (configuration not stated)
    3 | 0.9 | -1 | -6 | -21 | 21 | 106 | 1 | 9 | 7 | -9
CCOC(=O)C1CCN(C(=O)COC(=O)c2c(C)c(CC)nc3ccccc23)CC1
    1 | -0.2 | -7 | -8 | 16 | -16 | 104 | 3 | -7 | 0 | -12
O=C(O)C[C@H]1c2ccccc2S(=O)(=O)N1C1CCCC1
    0 | 1.6 | 2 | -3 | -17 | 17 | 103 | 0 | -8 | / | -6
Cc1ccc2c(c1)N(C(=O)CCC(=O)N1CCC(C(N)=O)CC1)CCO2
    -7 | -2.1 | 0 | 0 | -24 | 24 | 109 | 2 | -4 | / | -4
O=C(Nc1cccc(F)c1)c1ccc(CSc2ccccc2)o1
    0 | -0.9 | -7 | 17 | -32 | 32 | 106 | 6 | 3 | -1 | -1
Cc1ccc(CSc2nnc(C)c(=O)[nH]2)cc1
    0 | 0.1 | 0 | 17 | -31 | 31 | 108 | 12 | -15 | -1 | 20
Cc1oc(-c2ccccc2)nc1C(=O)OCC(=O)NC(=O)NCC(C)C
    -11 | -1.5 | -5 | / | 14 | -14 | / | -2 | 4 | -1 | 0
O=C(c1cccc(S(=O)(=O)NCCOc2ccccc2)c1)N1CCN(c2ncccn2)CC1
    -1 | -8.8 | -3 | -9 | 12 | -12 | 105 | 4 | 5 | -3 | -15
NC(=O)Cn1c(S(=O)(=O)Cc2ccccc2)nc2ccccc21
    4 | -1.8 | -3 | 12 | -31 | 31 | 107 | 2 | -10 | -1 | 238
COc1ccc(NC(=O)CN(c2ccc(C)cc2)S(C)(=O)=O)c(OC)c1
    0 | -1.6 | -1 | 1 | 18 | -18 | 102 | 17 | -5 | / | /
CCC(C)(c1nnnn1-c1c(C)cccc1C)N(N=O)c1ccccc1Cl (configuration not stated)
    -1 | 0.5 | 1 | -8 | -9 | 9 | 108 | 0 | -6 | -1 | 67
CCCN(CC1CC1)c1nc(C)nc(Nc2c(Cl)cc(Cl)cc2Cl)c1Cl
    2 | -3.0 | -1 | -4 | 53 | -53 | 98 | 20 | 3 | / | 18

Additional structures follow.
SMILES | dFosB act | CDK5 p35 inh | PKA-R2B activ | MITF TRPM1 HTS | SR-BI HDL uptake | SR-BI DiI-HDL act | Pemphigus Ab inh | Arrestin-AP2 inh | PKA-R1A activ | NSD2 HMT inh | SUMO Mot1 rescue
COc1cccc(/C=N\NC(=O)c2sc(N)nc2C)c1OC | -8 | -0.3 | -4 | 36 | 0 | 0 | 101 | 3 | 3 | 4 | i
CC(=O)Nc1c(C(=O)N2CCN(c3ccccn3)CC2)cnn1-c1ccc(C)cc1 | -3 | / | -1 | 0 | -9 | 9 | 96 | -3 | 4 | -4 | 15
NNC(=O)CS(=O)(=O)c1ccc(Cl)cc1 | -4 | -1.0 | 0 | -1 | -4 | 4 | 107 | 4 | -6 | -3 | -11
O=C(O)c1cnc(-c2ccccc2)nc1Oc1ccccc1 | -4 | -0.2 | -13 | 9 | 7 | -7 | 100 | 14 | -17 | -3 | 316
O=C(CSc1nnc(-c2c[nH]c3ccccc23)o1)c1ccccc1 | -1 | -2.4 | -2 | 52 | -9 | 9 | 92 | -4 | -6 | -1 | -22
CC(C)(C)OC(=O)N[C@@H](Cc1ccccc1)C(=O)N1CCC(C(=O)N[C@@H](CCC(N)=O)C(=O)O)CC1 | 1 | 0.4 | -8 | -7 | 8 | -8 | 113 | -2 | -14 | 1 | 1
O=S(=O)(c1ccc(Cl)cc1)N1CCN(Cc2ccncc2)CC1 | -2 | 0.3 | -3 | -11 | / | / | / | 28 | -8 | 6 | 99

By substructure: the compounds so far with fluorine
SMILES | dFosB act | CDK5 p35 inh | PKA-R2B activ | MITF TRPM1 HTS | SR-BI HDL uptake | SR-BI DiI-HDL act | Pemphigus Ab inh | Arrestin-AP2 inh | PKA-R1A activ | NSD2 HMT inh | SUMO Mot1 rescue
O=C(c1cccc(F)c1)N(Cc1nc2ccccc2c(=O)[nH]1)C1CCCC1 | 1 | -2.9 | -4 | -12 | -7 | 7 | 107 | -28 | -9 | 0 | /
O=C(Nc1cccc(F)c1)c1ccc(CSc2ccccc2)o1 | 0 | -0.9 | -7 | 17 | -32 | 32 | 106 | 6 | 3 | -1 | -1

Some of the entries above, reformatted.
dFosB act | CDK5 p35 inh | PKA-R2B activ | MITF TRPM1 HTS | SR-BI HDL uptake | SR-BI DiI-HDL act | Pemphigus Ab inh | Arrestin-AP2 inh | PKA-R1A activ | NSD2 HMT inh | SUMO Mot1 rescue | SMILES
-11 | -1.5 | -5 | / | 14 | -14 | / | -2 | 4 | -1 | 0 | Cc1oc(-c2ccccc2)nc1C(=O)OCC(=O)NC(=O)NCC(C)C
-1 | -8.8 | -3 | -9 | 12 | -12 | 105 | 4 | 5 | -3 | -15 | O=C(c1cccc(S(=O)(=O)NCCOc2ccccc2)c1)N1CCN(c2ncccn2)CC1
4 | -1.8 | -3 | 12 | -31 | 31 | 107 | 2 | -10 | -1 | 238 | NC(=O)Cn1c(S(=O)(=O)Cc2ccccc2)nc2ccccc21
0 | -1.6 | -1 | 1 | 18 | -18 | 102 | 17 | -5 | / | / | COc1ccc(NC(=O)CN(c2ccc(C)cc2)S(C)(=O)=O)c(OC)c1
-1 | 0.5 | 1 | -8 | -9 | 9 | 108 | 0 | -6 | -1 | 67 | CCC(C)(c1nnnn1-c1c(C)cccc1C)N(N=O)c1ccccc1Cl (configuration not stated)

Compounds were not picked by outcome, and some 4.7% of all compounds hit somewhere here.
